High-throughput results from PubChem BioAssay.
MmCpn inh: Inhibitors of TCP-1 ring complex (TRiC) of Methanococcus maripaludis (MmCpn): qHTS; AID 504842, 2011; purified Mm-Cpn ATPase, ADP Transcreener TR-FRET; Potency, µM (doses to about 76.9 µM), for inactives: top-dose activity, negative = inhibition, actives largely listed as inhibitors; actives 0.031% (n = 330,000); note: potency is the fitted concentration of half-maximal effect; % is set by controls: 0 for no effect and ±100 for the full control effect; nearly all actives have a fitted effect of over 80% in size
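TR-FRET (320 nm excitation; 590 and 665 nm emission) reports ADP made from 10 uM ATP by 25 nM enzyme; compounds were preincubated 10 min, reaction run 30 min, both at 37°C.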
PTHR1 ag: qHTS for PTHR1 Agonists: Primary Screen. HEK293 GP2 PTHR1 cells, GloSensor cAMP luminescence, 1 h. Potency, µM (top dose mostly 115 µM), inactives show at the highest dose activation, most hits filed as activators. actives 0.075% (n = 410,000). AID 743266, 2014; note: potency is the fitted concentration of half-maximal effect; nearly all actives have a fitted effect of over 55% in size; some results filed as inactive show a strong effect at the top dose; inactives centre near -15; many of its hits are not listed in these tables
Target sequence (Q03431 whole entry, looked up): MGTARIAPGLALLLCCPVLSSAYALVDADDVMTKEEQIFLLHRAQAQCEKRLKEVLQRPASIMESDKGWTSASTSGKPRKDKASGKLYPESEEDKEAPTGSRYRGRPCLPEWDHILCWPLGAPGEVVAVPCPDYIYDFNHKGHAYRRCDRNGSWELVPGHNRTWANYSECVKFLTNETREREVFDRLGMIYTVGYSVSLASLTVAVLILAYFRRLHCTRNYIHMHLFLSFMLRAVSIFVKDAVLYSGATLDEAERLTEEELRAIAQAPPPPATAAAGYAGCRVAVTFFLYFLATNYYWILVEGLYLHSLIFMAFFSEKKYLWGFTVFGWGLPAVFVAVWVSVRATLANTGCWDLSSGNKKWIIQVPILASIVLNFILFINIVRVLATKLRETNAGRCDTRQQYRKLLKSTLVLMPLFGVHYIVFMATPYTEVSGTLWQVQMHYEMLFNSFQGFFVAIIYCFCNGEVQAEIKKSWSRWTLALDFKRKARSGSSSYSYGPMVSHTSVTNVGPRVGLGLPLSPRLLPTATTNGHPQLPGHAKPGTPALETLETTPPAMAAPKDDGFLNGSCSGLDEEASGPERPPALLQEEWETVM
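HEK-293-derived GP2 cells expressing PTHR1 and a GloSensor cAMP reporter, 3,000/well, plated overnight, given luciferin plus IBMX (each 0.5 mM as added) for 1 h at 37 °C, then compound for 1 h at 37 °C. Luminescence was read after 15 min at room temperature.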
CCT modulator: High-Throughput Screening for Modulators of Cytosolic Chaperonin Activity. purified chaperonin ATPase assay, HTRF ADP detection, 30 min. activity change, % (test concentration not listed), hits read low. actives 0.3% (n = 360,000). AID 651819, 2012; in the data active = activity change below about -30%; note: % is set by controls: 0 for no effect and ±100 for the full control effect
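We incubate TRiC, 40 or 20 nM final, with library compounds at 76 uM and 10 uM ATP for 30 min at 37 °C. ADP formed is detected with Transcreener HTRF reagents after 30 min at room temperature.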
pAkt inh: HTS Assay for Inhibitors of Akt Phophorylation: Primary Screen. Neuro2A IGF-stimulated pAkt S473 HTRF, 20 min; stronger effect = lower value. activity change, % for hits at 50 µM. actives 0.32% (n = 360,000). AID 651550, 2012; in the data active = activity change below about -80%; inconclusive = mostly about -51% to -80%; note: % is set by controls: 0 for no effect and ±100 for the full control effect
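Neuro2A cells (4,500/well, DMEM with 0.5% FBS) were treated with compound at a single 50 µM final concentration, stimulated with 6 nM IGF for 20 min at 37 °C, and lysed. Phospho-Akt Ser473 was read by HTRF as 665/615 ratio ×10^4.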
EPAC2 antag: qHTS for Antagonist of cAMP-regulated guanine nucleotide exchange factor 2 (EPAC2): primary screen. EPAC2 GEF exchange of Rap1B-BODIPY-GDP, fluorescence. Potency, µM (titrated, usually from 114 µM), for inactives: at the top dose activity, negative = inhibition, actives largely listed as inhibitors. Rap guanine nucleotide exchange factor 4 (Homo sapiens), Q8WZA2. actives 0.18% (n = 360,000); note: potency is the fitted concentration of half-maximal effect; % is set by controls: 0 for no effect and ±100 for the full control effect; nearly all actives have a fitted effect of over 45% in size; many of its hits are not listed in these tables
D3 antag: qHTS of D3 Dopamine Receptor Antagonist: qHTS; D(3) dopamine receptor (Homo sapiens), P35462; actives 2.5% (n = 360,000); max response, negative = inhibition, %; D3R cells, DiscoveRx beta-arrestin luminescence, antagonist mode; stronger effect = lower value; in the data active = max response below about -50%; inconclusive = no clear call, values can overlap the other calls; note: % is set by controls: 0 for no effect and ±100 for the full control effect; mostly tested at two doses, the higher about 12 µM
Target sequence (P35462 whole entry, looked up): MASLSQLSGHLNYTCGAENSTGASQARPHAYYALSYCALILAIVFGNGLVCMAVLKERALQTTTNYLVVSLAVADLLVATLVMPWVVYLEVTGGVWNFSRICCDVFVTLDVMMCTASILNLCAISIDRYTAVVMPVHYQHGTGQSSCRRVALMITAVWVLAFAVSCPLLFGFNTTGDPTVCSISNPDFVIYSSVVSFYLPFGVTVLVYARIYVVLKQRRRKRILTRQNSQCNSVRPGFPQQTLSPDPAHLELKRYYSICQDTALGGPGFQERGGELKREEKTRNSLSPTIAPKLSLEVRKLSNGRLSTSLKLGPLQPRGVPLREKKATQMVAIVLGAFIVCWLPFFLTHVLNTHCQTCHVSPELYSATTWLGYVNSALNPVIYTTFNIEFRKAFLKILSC
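Cells expressing the human receptor were seeded at 1500 cells/well, incubated overnight at 37 degrees C in 5% CO2, then exposed to library compounds with dopamine controls for 90 minutes at 37 degrees C before luminescent detection.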
DRD3 agonist: qHTS of D3 Dopamine Receptor Agonist: qHTS; actives 0.58% (n = 410,000); D(3) dopamine receptor (Homo sapiens), P35462; AID 652048, 2013; D3R DiscoveRx beta-arrestin cells, luminescence, 90 min; max activation, %; in the data active = max activation above about 30%; note: 0% is about no effect; mostly tested at two doses, the higher about 12 µM
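Agonist-mode cell screen: cells plated at 1500/well and incubated overnight at 37 °C, then exposed to library compounds for 90 min at 37 °C. Detection reagent was added for 30–60 min at room temperature, and luminescence was read.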
EPAC2 ag: qHTS for Agonist of cAMP-regulated guanine nucleotide exchange factor 4 (EPAC2): primary screen; EPAC2 activation, biochemical qHTS; response scale: 100% = 6.5 mM cAMP response; Potency, µM (titrated, usually from 154 µM), for the others: at the top dose activation, most hits filed as activators; actives 0.079% (n = 360,000); AID 720711, 2013; note: potency is the fitted concentration of half-maximal effect; nearly all actives have a fitted effect of over 50% in size
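EPAC2 (100 nM) mixed with Rap1B loaded with BODIPY-GDP (250 nM) plus 50 uM unlabeled GDP; compounds pinned in, 5 min RT, then read every 5 min for 30 min (ex 480, em 540 nm). Normalized to cAMP control.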
Numbers without * were called inactive; i = inactive; u = inconclusive; x = no result given; [ ] = dose if it differs, or a comment. Unless noted, calls come from the whole dose curve; as a rule, active = well fitted curve in the direction sought with a large enough effect; inconclusive = small, poorly fitted or top-dose-only effect, or another doubt; inactive = no such curve, though single readings can be large; an effect the other way counts as inactive or inconclusive.

SMILES	MmCpn inh	PTHR1 ag	CCT modulator	pAkt inh	EPAC2 antag	D3 antag	DRD3 agonist	EPAC2 ag
O=C(NN1CCOCC1)c1ccccc1NS(=O)(=O)c1ccc(F)cc1F	-2%	-3%	-0.2	i	0%	3	5	-1%
NC(=O)c1ccc(N2CCN(c3ccccc3F)CC2)c([N+](=O)[O-])c1	0%	i	-4.2	i	0%	-12	1	7%
CCc1ccc(Nc2nnc(SC3CCOC3=O)s2)cc1 (centres undefined)	2%	-50%[inhibitor]	-2.4	i	-7%	-23	3	10%
O=C(O)CC1(CC(=O)NCc2csc(-c3cccs3)n2)CCCCC1	u	i	-2.0	i	4%	-25	0	12%
COc1cccc(C2CC(C(F)(F)F)n3ncc(C(=O)NCc4ccco4)c3N2)c1 (centres undefined)	-1%	-8%[57.5 µM]	-2.0	i	-3%	-19	-6	0%
CCOC(=O)COc1ccc2c(=O)c(-c3ccc(OC)c(OC)c3)c(C(=O)OCC)oc2c1	-1%	-3%	0.1	i	-3%	5	10	4%
COc1cccc(NC(=O)CN(C)C(C)C(=O)N2CCCCC2)c1 (centres undefined)	-3%	12%	-2.3	i	-6%	-26	-2	9%
CCOc1ccc(CN(C)C(=O)CNC(=O)C2CCCCC2)cc1OC	-3%	-12%	0.7	i	15%	-1	-4	13%
O=C(NCc1ccccc1)C1CCN(S(=O)(=O)c2cc([N+](=O)[O-])ccc2Cl)CC1	-5%	-9%	-2.1	i	28%	6	16	-1%
O=S(=O)(c1ccc(Cl)cc1)N1CCN=C1SCc1ccc(Cl)c(Cl)c1	0%	i	-0.7	i	10%	5	4	1%
Cc1cccc(NC(=O)Nc2ccc(Oc3c(F)c(F)c(F)c(F)c3F)cc2)c1	-1%	-1%[57.5 µM]	0.0	i	4%	-117*	-3	2%
Cc1ccc(-c2cc(C(=O)Nc3c(C#N)cnn3C)no2)cc1	2%	-5%[57.5 µM]	0.4	x	11%	-15	-5	6%
O=C1OCCC1Sc1nnc(-c2cccnc2)n1-c1ccccc1F (centres undefined)	-2%	i	1.4	i	-1%	-8	-9	3%
CC1=C(C)CS(=O)N(S(=O)(=O)c2ccccc2)C1 (centres undefined)	1%	i	-1.2	i	-6%	10	-33	3%
O=C(Nc1ccc(Br)cc1)C1CC(c2c(F)cccc2Cl)=NO1 (centres undefined)	0%	-10%	1.2	i	-13%	20	-3	19%
Cc1c[n+]([O-])cc(C)c1[N+](=O)[O-]	x	i	-2.0	i	0%	-6	-3	6%
CCC(C)NCC(=O)Nc1ccc([N+](=O)[O-])cc1C(=O)Nc1ccccc1F (centres undefined)	1%	-19%	-1.6	i	-4%	9	0	3%
COc1ccc(Nc2nc(NCc3ccco3)nc(N/N=C/c3ccccc3F)n2)cc1	-1%	i	0.8	i	-9%	-54*	-7	19%
C=CCn1c(SCc2ccc(Cl)cc2)nc2c1c(=O)[nH]c(=O)n2C	-2%	-23%	-0.5	i	9%	41	1	-2%
Cc1ccccc1N(C(=O)c1snc(C(N)=O)c1N)C(C(=O)NC1CCCCC1)c1ccc(O)cc1 (centres undefined)	-4%	-21%	0.2	i	3%	4	2	7%
COc1ccc(C2=NN(C(=O)CSc3cn(C)c4ccccc34)C(c3ccc(OC)cc3)C2)cc1 (centres undefined)	u	-33%[inhibitor]	-0.2	i	24%	-15	-13	0%
CCOc1cc(/C=C/C(=O)c2ccc(O)cc2)ccc1OCC(=O)N(C)C	0%	-15%	1.6	i	0%	5	1	-3%
Cc1cc2nc(-c3ccc[nH]c3=O)n(Cc3cccc(F)c3)c2cc1C	-3%	-42%[inhibitor]	-3.0	i	-22%	-15	3	7%
O=C(Cn1nc(C(F)(F)F)c2c1CCCC2)NC1CCCC1	-7%	i	1.0	i	9%	-55*	-5	-3%
Cc1ccc(C(=O)O/N=C(\N)c2ccccn2)cc1	-3%	-24%	0.3	i	1%	4	0	5%

An excerpt from above in order of length of the SMILES, falling.
SMILES	MmCpn inh	PTHR1 ag	CCT modulator	pAkt inh	EPAC2 antag	D3 antag	DRD3 agonist	EPAC2 ag
O=C(NCc1ccccc1)C1CCN(S(=O)(=O)c2cc([N+](=O)[O-])ccc2Cl)CC1	-5%	-9%	-2.1	i	28%	6	16	-1%
CCOc1ccc(CN(C)C(=O)CNC(=O)C2CCCCC2)cc1OC	-3%	-12%	0.7	i	15%	-1	-4	13%
O=C(Cn1nc(C(F)(F)F)c2c1CCCC2)NC1CCCC1	-7%	i	1.0	i	9%	-55*	-5	-3%

Back to the main list, repeating the two entries before the break.
SMILES	MmCpn inh	PTHR1 ag	CCT modulator	pAkt inh	EPAC2 antag	D3 antag	DRD3 agonist	EPAC2 ag
O=C(Cn1nc(C(F)(F)F)c2c1CCCC2)NC1CCCC1	-7%	i	1.0	i	9%	-55*	-5	-3%
Cc1ccc(C(=O)O/N=C(\N)c2ccccn2)cc1	-3%	-24%	0.3	i	1%	4	0	5%
C=CCNc1nc(C(=O)OCC(=O)c2ccccc2)cs1	1%	-75%[inhibitor]	2.5	i	-6%	-1	0	7%
CCCCC(=O)NC(=S)NNC(=O)c1ccc(OC)cc1	-1%	-12%	1.1	i	-9%	-11	3	-11%
O=C1O[C@@H](c2ccccc2)C[C@@H](O)[C@H](O)CCCCc2ccccc21	x	8%	0.7	i	6%	0	-14	8%
CC(=O)c1c(C)[nH]c(C(=O)OCc2cc(-c3ccco3)on2)c1C	-5%	-1%	1.4	i	3%	7	13	-2%
COc1ccccc1NC(=O)CCNC(=O)c1ccc(C)cc1	0%	-19%	0.3	i	5%	5	4	11%
CCOc1ccc(-n2cc(C(=O)N3CCC(C)CC3)c3cc(OC)c(OC)cc3c2=O)cc1	-4%	i	-1.1	i	-5%	14	2	2%
O=C(NCc1ccco1)c1ccc(CNc2c(N3CCCCC3)c(=O)c2=O)cc1	-3%	-1%	-1.5	i	7%	-5	-1	-9%
CCc1nc(NC(=O)Cc2csc(C)n2)sc1C(=O)OC	1%	i	-5.6	i	-4%	1	6	2%
Cc1cccc(C(=O)NCN2CCN(c3ccccc3C#N)CC2)c1	x	i	0.3	i	-10%	-76*	-81	9%
N/C(=N\OC(=O)c1ccc(Cl)c(Cl)c1)c1cccc(CSc2ccccn2)c1	1%	-13%	0.7	i	-3%	18	7	7%
O=C(COc1ccc(N2CC(C(=O)O)CC2=O)cc1)Nc1cccc(C(F)(F)F)c1 (centres undefined)	1%	i	1.7	i	9%	23	3	5%
O=C1NC2(CCCCCC2)C(=O)N1Cc1ccc(F)cc1Cl	2%	-5%	0.8	i	2%	-17	-1	4%
COc1ccc(NS(=O)(=O)c2cccc(C(=O)NCc3ccccc3CN3CCCC3)c2)cc1	0%	i	-0.5	i	0%	u	-1	0%
S=c1nc2c(n[nH]1)c1ccccc1n2CCc1ccccc1	-1%	i	-0.5	i	-1%	u	2	0%
Cc1cccc(C(=O)Nc2ccc3c(c2)nc(C)n3C)c1	1%	-24%	-1.0	i	4%	2	6	12%
Cc1cc(C(=O)Nc2cc(S(C)(=O)=O)ccc2Cl)no1	0%	-9%	-0.3	i	1%	12	-1	3%
O=c1c2ccccc2n(Cc2ccc(F)cc2)c(=O)n1C1CCCC1	-3%	-60%[inhibitor]	-7.7	i	-3%	0	-6	14%
COC(=O)c1sccc1NC(=O)COc1cccc(C)c1	2%	-10%	-0.8	i	-20%	1	6	14%
c1ccc(-c2nc3ccccn3c2NC2CCCC2)nc1	-4%	i	-1.2	i	-12%	0	-1	5%
CCN(CC)S(=O)(=O)c1cc(C(=O)OCC(=O)Nc2cccc(S(=O)(=O)N(C)C)c2)ccc1F	-1%	-19%	1.3	i	-12%	4	-1	19%
C[C@@H]1CN(Cc2nc(-c3ccc(Cl)cc3)no2)C[C@H](C)O1	1%	0%	-0.3	i	-13%	-4	-6	6%
Clc1ccccc1N=Nc1ccccn1	x	-12%	-3.1	i	7%	2	-1	10%
Cc1ccc(-c2csc(NC(=O)Cc3cccs3)n2)cc1C	-2%	-12%[57.5 µM]	-0.9	i	2%	9	2	-3%
CCOC(=O)C1CCN(C(=O)c2cc3cc4ccc(OC)cc4nc3o2)CC1	0%	-29%	0.5	i	4%	2	0	11%
CCC(=O)Nn1c(C2CCC2)nc2ccccc2c1=O	3%	i	0.0	i	-1%	4	2	3%
(list continues)
SMILES	MmCpn inh	PTHR1 ag	CCT modulator	pAkt inh	EPAC2 antag	D3 antag	DRD3 agonist	EPAC2 ag
CN(C)Cc1cc(C(C)(C)C)cc(C(C)(C)C)c1O	1%	-28%	0.1	i	-10%	-4	0	3%
COc1ccc(-c2cc(C(F)F)n3ncc(C(=O)Nc4c(C)n(C)n(-c5ccccc5)c4=O)c3n2)cc1	3%	i	-2.3	i	-1%	-8	12	-14%
CCCCNc1c(-c2ccc(OC)c(Sc3ccc(OC)cc3)c2)nc2ccc(Cl)cn12	-8%	-37%	0.2	i	-28%	175	45*	9%
COc1ccc(NC(=O)COC(=O)CCc2cc(OC)c(OC)c(OC)c2)c([N+](=O)[O-])c1	2%	i	1.6	i	-26%	7	5	-3%
Cc1ccc(C2CC(c3cccc(Cl)c3)n3nc(N)nc3N2)cc1 (centres undefined)	2%	-1%	-1.6	i	6%	-2	-22	10%
COc1ccc2[nH]c(=O)c(C(c3nnnn3C(C)(C)C)N(Cc3ccco3)CC3CCCO3)cc2c1 (centres undefined)	2%	15%[57.5 µM]	-2.2	x	-2%	12	-5	3%
O=C(O)c1ccc(-n2cccn2)c([N+](=O)[O-])c1	2%	-24%	-1.0	i	7%	5	-1	8%
COc1cccc(C=N[C@@H](CO)[C@@H](O)c2ccc([N+](=O)[O-])cc2)c1O	0%	-27%	-4.7	i	-1%	-12	10	-1%
O=c1c([N+](=O)[O-])c(N2CCOCC2)c2ccccc2n1-c1ccccc1	3%	i	1.9	i	19%	8	-1	-3%
Cc1cc(C)c(OCC(O)CNC(C)(C)C)c(C)c1 (centres undefined)	1%	-4%	-13	i	6%	-20	-10	14%
COc1ccc(-n2c(=O)[nH]cc(C(=O)Nc3ccc4c(c3)OCCO4)c2=O)cc1	0%	i	-1.8	i	-2%	-24	-2	3%

Not all compounds are listed. The share of hits here may be higher or lower than overall.
